SENP1 FRET inh: SENP1 (human) catalytic domain inhibition; Q9P0U3; recombinant SENP1 catalytic domain, CyPet-SUMO1-YPet FRET cleavage; inhibition, % at 10 µM; actives 0.21% (n = 360,000);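 active = inhibition at least 30% at 10 µM, raw YFP signal under a set limit, fluorescence ratio 0.5 to 1.5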;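 note: 0% = enzyme with DMSO and 100% = no enzyme wells; some results filed as inactive read as strong as hits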
Target sequence (Q9P0U3 419-644 limits assumed): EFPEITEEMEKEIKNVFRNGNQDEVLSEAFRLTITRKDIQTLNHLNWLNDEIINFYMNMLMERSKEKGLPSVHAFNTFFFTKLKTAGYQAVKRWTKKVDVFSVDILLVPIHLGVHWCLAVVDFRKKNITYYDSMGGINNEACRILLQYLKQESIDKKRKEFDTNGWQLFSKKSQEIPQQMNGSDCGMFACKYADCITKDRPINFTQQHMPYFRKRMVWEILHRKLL
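Test system: recombinant human SENP1 catalytic domain, His6-tagged / Medium: pH 8 Tris buffer with EDTA, NaCl, BME, BSA, NP40, catalase / Also added: SUMO1 FRET substrate flanked by Cypet and Ypet, 25 nM / Times: 50 min reaction at room temperature / Signal: FRET, CFP and YFP emission / Control set: no-enzyme low control and enzyme-plus-DMSO high control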
The depositor's hits bear a star.

| No. | SMILES | SENP1 FRET inh |
| --- | --- | --- |
| 1 | CCC(C)C1NC(=O)C(NC(=O)C(CC(C)C)N(C)C(=O)C2CCCN2C(=O)C(C)O)C(C)OC(=O)C(Cc2ccc(OC)cc2)N(C)C(=O)C2CCCN2C(=O)C(CC(C)C)NC(=O)[C@H](C)C(=O)[C@H](C(C)C)OC(=O)CC1O (stereo partly specified) | 1 |
| 2 | c1cc2c(c(NC3=NCCCS3)c1)CCCC2 | 0 |
| 3 | COC(=O)[C@@]1(Sc2ccc(C)cc2)CC(=O)N(P(=O)(OC)OC)[C@@H]1c1ccccc1 | 1 |
| 4 | CC1CC2(C)C(=CC1=O)CCC1C3CCC(C)(O)C3(C)CC3OC312 (stereo unspecified) | 0 |
| 5 | Cc1ccc(OC(=O)N(C)C[C@@H]2OCc3cnnn3CCCC(=O)N([C@@H](C)CO)C[C@@H]2C)cc1 | 0 |
| 6 | CC(=O)OC1CCC2(C)C3CCC4(C)C(OC(C)=O)CCC4C3C(C)C2(O)C1 (stereo unspecified) | 2 |
| 7 | CCCCn1nnnc1C(CC)N1CCC2(CC1)C(=O)NCN2c1ccccc1 (stereo unspecified) | 0 |
| 8 | O=C(NP(=O)(N1CC1)N1CC1)c1cc(I)ccc1I | -6 |
| 9 | CCOC(=O)CNC(=O)N1Cc2ccccc2-n2nncc2C1 | 1 |
| 10 | CCc1cc2c(cc1-c1csc(C/C(N)=N/O)n1)C(C)(C)CCC2(C)C | -1 |

Part of the list above, set out differently.
1: CCC(C)C1NC(=O)C(NC(=O)C(CC(C)C)N(C)C(=O)C2CCCN2C(=O)C(C)O)C(C)OC(=O)C(Cc2ccc(OC)cc2)N(C)C(=O)C2CCCN2C(=O)C(CC(C)C)NC(=O)[C@H](C)C(=O)[C@H](C(C)C)OC(=O)CC1O (stereo partly specified)
  SENP1 FRET inh: 1
4: CC1CC2(C)C(=CC1=O)CCC1C3CCC(C)(O)C3(C)CC3OC312 (stereo unspecified)
  SENP1 FRET inh: 0

Following part
| No. | SMILES | SENP1 FRET inh |
| --- | --- | --- |
| 11 | CC(=O)OC1CCC2(C)C(CCC3C2CC(=O)C2(C)C3CC(N3CC3)C2C(C)=O)C1 (stereo unspecified) | 2 |
| 12 | COc1cc(C2c3cc(O)c(OC)cc3CC3C(=O)OCC32)ccc1O (stereo unspecified) | 0 |
| 13 | CN(C)c1ccc(/C=C/C=C2/C(=O)NC(=O)N(c3ccccc3)C2=O)cc1 | 2 |
| 14 | O=C1c2cccc(N3CCNCC3)c2C2CCCCN12 (stereo unspecified) | -1 |
| 15 | CCOC(=O)[C@]12Cc3cc4c(cc3[C@H]1N(Cc1ccccc1)C(=O)c1ccccc12)OCO4 | 2 |
| 16 | CN1CCN(c2cccc3c2C(=O)c2ccccc2C3=O)CC1 | 1 |
| 17 | O=C1NC(=S)NC(=O)C1Cc1ccccc1O | 2 |
| 18 | O=C1NC(=O)N(c2ccc(F)cc2)C(=O)/C1=C/c1ccc2c(c1)CCCN2Cc1ccccc1 | -52 |
| 19 | COc1ccc(C(=O)CC(c2ccc(OC)c(OC)c2)c2c(O)c3ccccc3oc2=O)cc1OC (stereo unspecified) | 1 |
| 20 | O=C1NCN(c2ccccc2)C12CCN(C(c1cccc3ccccc13)c1nnnn1-c1ccc3c(c1)OCCO3)CC2 (stereo unspecified) | 1 |

Filtered by structure: the entries above with a halogen.
| No. | SMILES | SENP1 FRET inh |
| --- | --- | --- |
| 8 | O=C(NP(=O)(N1CC1)N1CC1)c1cc(I)ccc1I | -6 |
| 18 | O=C1NC(=O)N(c2ccc(F)cc2)C(=O)/C1=C/c1ccc2c(c1)CCCN2Cc1ccccc1 | -52 |

2 entries from above, as labelled records:
[12] COc1cc(C2c3cc(O)c(OC)cc3CC3C(=O)OCC32)ccc1O (stereo unspecified)
  SENP1 FRET inh: 0
[13] CN(C)c1ccc(/C=C/C=C2/C(=O)NC(=O)N(c3ccccc3)C2=O)cc1
  SENP1 FRET inh: 2

Screening data deposited in PubChem by Sanford-Burnham Center for Chemical Genomics.

Only part of the results is shown; rates above refer to the full screens.
